Apaf1 inhib: inhibitors of human Apaf-1 apoptosome | 330,000 compounds, 0.71% hits | inhibition, % at 20 µM | AID 489030 | O14727 | reconstituted apoptosome caspase-3 activity, DEVD-Rh110 fluorescence; active = inhibition of at least 40% at 20 µM;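 note: plate controls were DMSO wells for no effect and DEVD-CHO caspase inhibitor wells for full effect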
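Assay system – apoptosome proteins · Medium – Hepes buffer, pH 7.5 · Also added – cytochrome c with DEVD-Rh110 · Timing – 30 min compound preincubation, 50 min activation, room temperature · Detection – Rh110 fluorescence, excitation 480 nm, emission 540 nm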
UBC13 polyUb: human UBC13 polyubiquitination inhibition; P61088; UBC13 polyubiquitin chain formation, TR-FRET; inhibition, % at 20 µM; 330,000 compounds, 0.47% hits; AID 485273; in the data active = inhibition above about 45%, passing the limit was not always enough
Target sequence (P61088 whole entry, looked up): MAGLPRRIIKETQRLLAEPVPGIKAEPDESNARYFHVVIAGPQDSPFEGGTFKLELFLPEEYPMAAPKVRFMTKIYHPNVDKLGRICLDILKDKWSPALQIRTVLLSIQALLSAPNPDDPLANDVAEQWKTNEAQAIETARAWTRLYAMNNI
SENP8 block: SENP8 protease inhibition | Q96LD8 | purified SENP8, Z-RLRGG-aminoluciferin cleavage, luminescence | inhibition, % at 10 µM | 330,000 compounds, 1.2% hits
Target sequence (Q96LD8 whole entry, looked up): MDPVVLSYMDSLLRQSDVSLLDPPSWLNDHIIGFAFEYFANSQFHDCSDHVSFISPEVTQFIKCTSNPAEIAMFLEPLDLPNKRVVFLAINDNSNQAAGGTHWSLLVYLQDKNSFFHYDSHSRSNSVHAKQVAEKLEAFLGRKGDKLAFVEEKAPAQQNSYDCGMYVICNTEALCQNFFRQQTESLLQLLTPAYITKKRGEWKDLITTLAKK
Jurkat NFkB inh: lowers PMA/ionomycin-induced NF-kB signal in Jurkat cells. inhibition, % at 4 µM. AID 435003. 330,000 compounds, 0.53% hits. PMA/ionomycin-induced NF-kB luciferase reporter, luminescence
SENP7 inh: blocks the human protease SENP7; Q9BQF6; recombinant SENP7, Z-RLRGG-aminoluciferin luminescence, 40 min; inhibition, % at 5 µM; 330,000 compounds, 1.5% hits;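 active = inhibition above about 50% at the single test dose, limit read from the data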;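 note: plate controls were DMSO with enzyme for no effect and no enzyme buffer wells for full effect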
Target sequence (Q9BQF6 706-1050 limits assumed): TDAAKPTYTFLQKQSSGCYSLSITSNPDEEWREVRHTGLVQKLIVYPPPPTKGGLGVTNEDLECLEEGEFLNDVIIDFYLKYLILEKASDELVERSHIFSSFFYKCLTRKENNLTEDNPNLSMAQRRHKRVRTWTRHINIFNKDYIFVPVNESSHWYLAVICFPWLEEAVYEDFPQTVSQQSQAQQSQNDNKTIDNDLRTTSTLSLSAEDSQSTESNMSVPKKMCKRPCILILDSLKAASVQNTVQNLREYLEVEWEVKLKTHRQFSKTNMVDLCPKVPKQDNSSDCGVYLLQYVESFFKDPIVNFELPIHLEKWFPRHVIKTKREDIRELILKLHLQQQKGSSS
697 NFkB inh: inhibitors of the PMA/ionomycin-induced NF-kB reporter in 697 B cells; 697 B-cell NF-kB luciferase reporter, 16 h; inhibition, % at 4 µM; 330,000 compounds, 0.33% hits; AID 435022; in the data active = inhibition above about 35%
Gli-Sufu antag: Gli-Sufu pathway antagonism; inhibition, % at 5 µM; 340,000 compounds, 0.74% hits; Sufu-KO-LIGHT fibroblasts, Gli luciferase reporter luminescence;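 active = inhibition above about 55%, limit read from the data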;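 note: 0% = DMSO-treated cells and 100% = wells with medium but no cells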
HKDC1 inh: HKDC1 (human) hexokinase inhibition; Q2TB90; recombinant HKDC1, G6PDH/diaphorase resazurin coupled fluorescence; inhibition, % at 20 µM; 340,000 compounds, 0.16% hits;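 active = inhibition above about 35% when tested at 20 µM, limit read from the data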;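 note: plate controls were DMSO wells with enzyme for no effect and DMSO wells lacking enzyme for full effect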
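Incubation: 90 min at room temperature in dark / Material: recombinant HKDC1 (HK5) hexokinase enzyme, produced in-house / Quantity: enzyme 5 µg/mL final / Compound: one dose of 20 µM, 1% DMSO / Reagent: glucose and ATP substrates / Buffer or medium: Tris pH 8.0 buffer with MgCl2, Tween-20, BSA, BME / Technique: resorufin fluorescence at 613 nm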
* marks the source's active call; other numbers are inactive results. Cut-off read from the data, not from the text of the source, unless noted: active = inhibition above about 50%; inactive = the rest.

Results for CCOCCCNC(=O)C(c1ccc(OC)cc1)N(Cc1ccc2c(c1)OCO2)C(=O)c1cnccn1 (configuration not stated) ?
Apaf1 inhib: 4; UBC13 polyUb: -13; SENP8 block: -6; Jurkat NFkB inh: -11; SENP7 inh: -7; 697 NFkB inh: 11; Gli-Sufu antag: 6; HKDC1 inh: 4

What do the screens show for `CCCN1CC(O)=C(C#N)C1=O`?
Apaf1 inhib: 17; UBC13 polyUb: -16; SENP8 block: -5; Jurkat NFkB inh: -3; SENP7 inh: 1; 697 NFkB inh: 1; Gli-Sufu antag: -5; HKDC1 inh: -8

What do the screens show for `CCCCCNC(=O)C(=O)C1C(=O)Nc2ccccc21` (configuration not stated)?
Apaf1 inhib: -14; UBC13 polyUb: -12; SENP8 block: -4; Jurkat NFkB inh: -5; SENP7 inh: -2; 697 NFkB inh: 5; Gli-Sufu antag: -1; HKDC1 inh: 0

What do the screens show for `CC(C)(C)OC(=O)N[C@@H](Cc1ccccc1)[C@H](O)c1ccco1`?
Apaf1 inhib: -6; UBC13 polyUb: 4; SENP8 block: 6; Jurkat NFkB inh: 2; SENP7 inh: -3; 697 NFkB inh: 7; Gli-Sufu antag: -5; HKDC1 inh: -4

Results for Cc1ccc(S(=O)(=O)N2CCN(C(=O)CNC(=O)c3ccc(Cl)cc3)CC2)cc1 ?
Apaf1 inhib: -1; UBC13 polyUb: -1; SENP8 block: 6; Jurkat NFkB inh: 2; SENP7 inh: -3; 697 NFkB inh: -13; Gli-Sufu antag: 5; HKDC1 inh: -1

What do the screens show for `C=CCc1c(C)nc2cc(-c3ccc(C)cc3)[nH]n2c1=O`?
Apaf1 inhib: 8; UBC13 polyUb: 1; SENP8 block: 6; Jurkat NFkB inh: -107; SENP7 inh: 8; 697 NFkB inh: -155; Gli-Sufu antag: -61; HKDC1 inh: 0

Results for COc1ccc(S(=O)(=O)N2CCN(C(=O)/C=C/c3ccco3)CC2)cc1 ?
Apaf1 inhib: 8; UBC13 polyUb: 0; SENP8 block: -2; Jurkat NFkB inh: 2; SENP7 inh: -4; 697 NFkB inh: 16; Gli-Sufu antag: -15; HKDC1 inh: 2

How did COCCn1c(SCC(=O)NCc2ccc3c(c2)OCO3)nnc1-c1c[nH]c2ccccc12 do in these assays?
Apaf1 inhib: -1; UBC13 polyUb: -1; SENP8 block: 8; Jurkat NFkB inh: 4; SENP7 inh: -9; 697 NFkB inh: 17; Gli-Sufu antag: 3; HKDC1 inh: -5

How did COc1ccc(C(=O)NC(=S)Nc2ccc(CN3CCCCC3)cc2)cc1Cl do in these assays?
Apaf1 inhib: 11; UBC13 polyUb: 11; SENP8 block: -10; Jurkat NFkB inh: -13; SENP7 inh: -9; 697 NFkB inh: -27; Gli-Sufu antag: 23; HKDC1 inh: -1

How did COc1ccc(S(=O)(=O)NCC(c2cccnc2)N2CCN(Cc3ccccc3)CC2)cc1 (configuration not stated) do in these assays?
Apaf1 inhib: 8; UBC13 polyUb: 5; SENP8 block: -6; Jurkat NFkB inh: 8; SENP7 inh: -7; 697 NFkB inh: 4; Gli-Sufu antag: 15; HKDC1 inh: -6

Two compounds picked at random from those above, as already listed:
How did COCCn1c(SCC(=O)NCc2ccc3c(c2)OCO3)nnc1-c1c[nH]c2ccccc12 do in these assays?
Apaf1 inhib: -1; UBC13 polyUb: -1; SENP8 block: 8; Jurkat NFkB inh: 4; SENP7 inh: -9; 697 NFkB inh: 17; Gli-Sufu antag: 3; HKDC1 inh: -5

Results for Cc1ccc(S(=O)(=O)N2CCN(C(=O)CNC(=O)c3ccc(Cl)cc3)CC2)cc1 ?
Apaf1 inhib: -1; UBC13 polyUb: -1; SENP8 block: 6; Jurkat NFkB inh: 2; SENP7 inh: -3; 697 NFkB inh: -13; Gli-Sufu antag: 5; HKDC1 inh: -1

More records follow:
Results for CC(O)CNCCNCc1c(OCc2ccccc2)ccc2ccccc12 (configuration not stated) ?
Apaf1 inhib: -4; UBC13 polyUb: 16; SENP8 block: -3; Jurkat NFkB inh: -11; SENP7 inh: 6; 697 NFkB inh: 8; Gli-Sufu antag: -5; HKDC1 inh: 3

What do the screens show for `O=C(NC(Cc1ccccc1)C(=O)O)/C(=C/c1ccc([N+](=O)[O-])cc1)NC(=O)c1ccc(Br)o1` (configuration not stated)?
Apaf1 inhib: 4; UBC13 polyUb: -5; SENP8 block: 3; Jurkat NFkB inh: 2; SENP7 inh: -1; 697 NFkB inh: 5; Gli-Sufu antag: -26; HKDC1 inh: 0

What do the screens show for `CCn1c(CC(=O)Nc2ccccc2)nnc1SCC(=O)NC1CCCC1`?
Apaf1 inhib: -2; UBC13 polyUb: 6; SENP8 block: 1; Jurkat NFkB inh: 1; SENP7 inh: -4; 697 NFkB inh: 12; Gli-Sufu antag: -17; HKDC1 inh: 5

What do the screens show for `O=C(CNC(=O)C12CC3CC(CC(C3)C1)C2)NCc1ccccc1`?
Apaf1 inhib: -7; UBC13 polyUb: -1; SENP8 block: -5; Jurkat NFkB inh: -5; SENP7 inh: 0; 697 NFkB inh: 7; Gli-Sufu antag: -15; HKDC1 inh: 0

What do the screens show for `CCN(Cc1ccccc1)C(=O)Cc1c[nH]c2ccccc12`?
Apaf1 inhib: 11; UBC13 polyUb: 2; SENP8 block: 4; Jurkat NFkB inh: 7; SENP7 inh: -2; 697 NFkB inh: -4; Gli-Sufu antag: 3; HKDC1 inh: -2

Results for O=c1cc(CSc2ccc(Cl)cc2)nc(N2CCOCC2)[nH]1 ?
Apaf1 inhib: 16; UBC13 polyUb: -2; SENP8 block: -3; Jurkat NFkB inh: -14; SENP7 inh: -1; 697 NFkB inh: 3; Gli-Sufu antag: 1; HKDC1 inh: 0

What do the screens show for `Cc1ccc(NC(=O)COC(=O)c2cccnc2)cc1`?
Apaf1 inhib: -4; UBC13 polyUb: -5; SENP8 block: -11; Jurkat NFkB inh: -6; SENP7 inh: 9; 697 NFkB inh: -1; Gli-Sufu antag: -5; HKDC1 inh: 1

What do the screens show for `CCc1ccc(C(=O)CN2C(=O)NC3(CCc4ccccc43)C2=O)cc1` (configuration not stated)?
Apaf1 inhib: 11; UBC13 polyUb: -13; SENP8 block: -3; Jurkat NFkB inh: -15; SENP7 inh: -10; 697 NFkB inh: 5; Gli-Sufu antag: -2; HKDC1 inh: -7

Results for CC1CCN(S(=O)(=O)c2ccc(C(=O)N3CCN(c4ccccc4F)CC3)cc2)CC1 ?
Apaf1 inhib: 9; UBC13 polyUb: -5; SENP8 block: -5; Jurkat NFkB inh: 7; SENP7 inh: -1; 697 NFkB inh: 12; Gli-Sufu antag: 18; HKDC1 inh: 5

How did COc1ccc2[nH]c(C(=O)NCCCn3ccnc3)cc2c1 do in these assays?
Apaf1 inhib: -1; UBC13 polyUb: 5; SENP8 block: -2; Jurkat NFkB inh: -14; SENP7 inh: 9; 697 NFkB inh: 22; Gli-Sufu antag: -4; HKDC1 inh: 8

Results for COc1ccccc1NC1=CC(=O)CC(c2ccccc2)C1 (configuration not stated) ?
Apaf1 inhib: 4; UBC13 polyUb: -5; SENP8 block: -6; Jurkat NFkB inh: 52*; SENP7 inh: 3; 697 NFkB inh: -29; Gli-Sufu antag: 12; HKDC1 inh: 9

How did Cc1ccc(CNC(=O)Cn2c(=O)n(-c3ccccc3)c(=O)c3sccc32)cc1 do in these assays?
Apaf1 inhib: -21; UBC13 polyUb: 9; SENP8 block: 8; Jurkat NFkB inh: 0; SENP7 inh: -1; 697 NFkB inh: 5; Gli-Sufu antag: -9; HKDC1 inh: 0

What do the screens show for `O=C1CCc2cc(NS(=O)(=O)c3ccccc3)cc3c2N1CC3`?
Apaf1 inhib: 3; UBC13 polyUb: 8; SENP8 block: -11; Jurkat NFkB inh: -19; SENP7 inh: 14; 697 NFkB inh: 10; Gli-Sufu antag: 12; HKDC1 inh: -2

How did CCCn1nnnc1NC(=O)c1cc(Cl)ccc1Cl do in these assays?
Apaf1 inhib: 13; UBC13 polyUb: -5; SENP8 block: 2; Jurkat NFkB inh: 2; SENP7 inh: 1; 697 NFkB inh: -13; Gli-Sufu antag: 0; HKDC1 inh: -15

Results for CCCNC(=O)COC(=O)/C=C/c1ccco1 ?
Apaf1 inhib: 2; UBC13 polyUb: 1; SENP8 block: 0; Jurkat NFkB inh: -11; SENP7 inh: 1; 697 NFkB inh: 8; Gli-Sufu antag: 4; HKDC1 inh: 15

Results for Cn1c(N)c(C(=O)COC(=O)C2(c3ccc(F)cc3)CCCC2)c(=O)n(C)c1=O ?
Apaf1 inhib: 8; UBC13 polyUb: 12; SENP8 block: -1; Jurkat NFkB inh: 4; SENP7 inh: -3; 697 NFkB inh: -15; Gli-Sufu antag: -1; HKDC1 inh: 4

What do the screens show for `O=c1c2cc(F)ccc2sn1-c1ccccc1`?
Apaf1 inhib: 5; UBC13 polyUb: -7; SENP8 block: 75*; Jurkat NFkB inh: -25; SENP7 inh: 22; 697 NFkB inh: -12; Gli-Sufu antag: 4; HKDC1 inh: 3

Results for O=C(c1ccccc1)N1CCN(c2ccc([N+](=O)[O-])cc2-n2cccc2)CC1 ?
Apaf1 inhib: 8; UBC13 polyUb: 0; SENP8 block: -1; Jurkat NFkB inh: 20; SENP7 inh: 4; 697 NFkB inh: -9; Gli-Sufu antag: 7; HKDC1 inh: -11

How did COc1cc(CNC(C)c2ccccc2)c(Br)cc1OCC(N)=O (configuration not stated) do in these assays?
Apaf1 inhib: -13; UBC13 polyUb: 4; SENP8 block: 4; Jurkat NFkB inh: -12; SENP7 inh: 5; 697 NFkB inh: 0; Gli-Sufu antag: 7; HKDC1 inh: -12

What do the screens show for `COc1ccc(NC(=O)CN2CCCCC2)cc1`?
Apaf1 inhib: 1; UBC13 polyUb: -2; SENP8 block: -6; Jurkat NFkB inh: -7; SENP7 inh: 1; 697 NFkB inh: 9; Gli-Sufu antag: -9; HKDC1 inh: -4

What do the screens show for `CS(=O)(=O)N(Cc1ccccc1)c1ccc(C(=O)NCc2ccccc2)cc1`?
Apaf1 inhib: 14; UBC13 polyUb: 0; SENP8 block: -10; Jurkat NFkB inh: -4; SENP7 inh: -9; 697 NFkB inh: 11; Gli-Sufu antag: 4; HKDC1 inh: -3

What do the screens show for `COc1cccc(CNC(=O)c2cc(S(=O)(=O)N3CCCCC3)c[nH]2)c1`?
Apaf1 inhib: 11; UBC13 polyUb: 3; SENP8 block: -10; Jurkat NFkB inh: -20; SENP7 inh: -8; 697 NFkB inh: -11; Gli-Sufu antag: 9; HKDC1 inh: -4

What do the screens show for `CCCCC(=O)N/N=C(/C)C1=C(C)C(C)(C)OC1=O`?
Apaf1 inhib: -9; UBC13 polyUb: 4; SENP8 block: -5; Jurkat NFkB inh: 12; SENP7 inh: -2; 697 NFkB inh: 12; Gli-Sufu antag: -2; HKDC1 inh: 13

What do the screens show for `CCN(C(=S)Nc1ccc(C(C)=O)cc1)C1CCCCC1`?
Apaf1 inhib: -3; UBC13 polyUb: 12; SENP8 block: -5; Jurkat NFkB inh: 8; SENP7 inh: 5; 697 NFkB inh: 22; Gli-Sufu antag: -14; HKDC1 inh: -1

What do the screens show for `CCOC(=O)CN1C(=O)CC(c2ccccc2)C1=O` (configuration not stated)?
Apaf1 inhib: -18; UBC13 polyUb: 6; SENP8 block: 2; Jurkat NFkB inh: 5; SENP7 inh: -1; 697 NFkB inh: 15; Gli-Sufu antag: 20; HKDC1 inh: 3

Results for COc1cc(NC(=O)c2ccco2)ccc1NC(=O)c1ccccc1Cl ?
Apaf1 inhib: -7; UBC13 polyUb: 3; SENP8 block: 5; Jurkat NFkB inh: -18; SENP7 inh: -3; 697 NFkB inh: 4; Gli-Sufu antag: -1; HKDC1 inh: 2

What do the screens show for `CCOC(=O)c1ccc2c(c1)C1C=CCC1C(C(=O)OCC)N2` (configuration not stated)?
Apaf1 inhib: 12; UBC13 polyUb: -15; SENP8 block: 4; Jurkat NFkB inh: 2; SENP7 inh: -2; 697 NFkB inh: 0; Gli-Sufu antag: 2; HKDC1 inh: 11

Not a hit list (roughly 3.6% active in at least one column).
